Pf growth 48h – Primary qHTS for delayed death inhibitors of the malarial parasite plastid, 48 hour incubation; P. falciparum luciferase growth in erythrocytes, 48 h; Potency, µM (doses to about 28.7 µM), inactives show top-dose activity change, negative = inhibition, usual class: inhibitors; hit rate 5.9% among 310,000; further: potency means the concentration at half of the fitted maximal effect; on the % scale 0 is the no-effect control and ±100 the full control effect
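Firefly luciferase activity from engineered P. falciparum reports growth; inhibitors lower the luminescent signal. Cultures contained 2% hematocrit erythrocytes at 0.1% final parasitemia.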
AMA1 RON2 block – qHTS for Inhibitors of AMA1-RON; Towards Development of Antimalarial Drug Lead: Primary Screen | Potency, µM (top dose mostly 58.2 µM), inactives show top-dose activity change, negative = inhibition, actives largely listed as inhibitors | hit rate 0.2% among 360,000 | Plasmodium falciparum AMA1 (3D7) - RON2 peptide interaction | AlphaScreen AMA1-biotinylated RON2 peptide binding | AID 720542, 2013;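 further: potency means the concentration at half of the fitted maximal effect; 0% = vehicle wells and -100% = peptide control; nearly all actives have a fitted effect of over 45% in size; some results filed as inactive show a strong effect at the top dose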
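AMA1 (3D7) with his tag at 25 nM final met compounds first, then biotinylated RON2 peptide at 25 nM; detection used donor plus acceptor beads, 10 µg/mL apiece, read by AlphaScreen after 30 min at room temperature.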
LmPK inhibitor – qHTS Assay for Inhibitors of Leishmania Mexicana Pyruvate Kinase (LmPK); hit rate 0.37% among 290,000; Potency, µM (series often up to 57.5 µM), for inactives: at the highest dose activity change, negative = inhibition, usual class: inhibitors; purified LmPK, Kinase-Glo ATP luminescence, 1 h; Q27686; further: potency means the concentration at half of the fitted maximal effect; on the % scale 0 is the no-effect control and ±100 the full control effect
Target sequence (Q27686 whole entry, looked up): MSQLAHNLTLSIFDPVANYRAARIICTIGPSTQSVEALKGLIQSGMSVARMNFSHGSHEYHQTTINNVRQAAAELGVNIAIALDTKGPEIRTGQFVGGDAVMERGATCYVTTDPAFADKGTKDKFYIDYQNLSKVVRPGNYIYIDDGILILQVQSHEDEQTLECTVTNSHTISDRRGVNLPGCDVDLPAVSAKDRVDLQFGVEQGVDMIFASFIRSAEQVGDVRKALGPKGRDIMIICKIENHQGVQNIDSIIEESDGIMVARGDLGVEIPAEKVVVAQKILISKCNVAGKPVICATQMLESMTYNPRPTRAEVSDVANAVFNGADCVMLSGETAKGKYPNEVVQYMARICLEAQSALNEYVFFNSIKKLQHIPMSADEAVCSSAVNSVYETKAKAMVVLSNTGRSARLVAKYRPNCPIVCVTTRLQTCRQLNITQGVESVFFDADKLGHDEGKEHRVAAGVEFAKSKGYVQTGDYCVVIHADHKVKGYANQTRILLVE
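Purified LmPK (0.1 nM) converted ADP (0.1 mM) to ATP with PEP (0.5 mM) in imidazole buffer pH 7.2 with KCl and MgCl2, 1 h at room temperature. ATP was read by Kinase-Glo luminescence; data normalized to uninhibited and no-enzyme controls.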
Shiga toxin inh – A qHTS for Small Molecule Inhibitors of Shiga Toxin; Vero cells, Shiga toxin protein synthesis inhibition reporter; inhibition, % at 38.7 µM; hit rate 9.2% among 290,000; in the data active means inhibition mostly above about 28%, no sharp cut-off; inactive means mostly below about 43%; further: 0% is about no effect
Pf growth 96h – Primary qHTS for delayed death inhibitors of the malarial parasite plastid, 96 hour incubation | Potency, µM (highest dose often 28.7 µM), without a hit: at the highest dose activity change, negative = inhibition, actives largely listed as inhibitors | P. falciparum luciferase reporter growth, 96 h | hit rate 6.9% among 320,000; further: potency means the concentration at half of the fitted maximal effect; on the % scale 0 is the no-effect control and ±100 the full control effect
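Luminescence readout: decreased luciferase signal marks inhibited growth of reporter-expressing P. falciparum in infected red cells (2% hematocrit, 0.05% parasitemia final), exposed to compound two generations (96 h, 37 C, 5% CO2).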
Cycloheximide cs – Cycloheximide Counterscreen for Small Molecule Inhibitors of Shiga Toxin; cell reporter, cycloheximide protein synthesis inhibition counterscreen; max response, %; hit rate 12% among 300,000; in the data active means max response mostly above about 13%, no sharp cut-off; inactive means mostly below about 14%; further: read at 38.3 µM for the half of the compounds with a filed dose; 0% is about no effect
Tb PYK inh – qHTS of Trypanosoma Brucei Inhibitors; hit rate 0.12% among 410,000; Potency, µM (top dose mostly 76.8 µM), for the others: top-dose activity, negative = inhibition, hits mostly inhibitors; TbPYK enzyme, Kinase-Glo Plus ATP luminescence, 45 min; pyruvate kinase (Trypanosoma brucei), Q57TT1; further: potency means the concentration at half of the fitted maximal effect; on the % scale 0 is the no-effect control and ±100 the full control effect; nearly all actives have a fitted effect of over 50% in size
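Screened from lowest to highest concentration, compounds were pinned into TbPYK/substrate mixtures, and ADP (130 uM final) was added. Plates sat at room temperature for 45 min prior to Kinase-Glo Plus detection by luminescence.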
Starred values were filed as active, the others as inactive; ? = inconclusive; nt = no result given; [ ] = remark or other dose. Unless noted, the call rests on the fitted dose curve; in most records, active means well fitted curve in the direction sought with a large enough effect; inconclusive means small, poorly fitted or top-dose-only effect, or another doubt; inactive means no such curve, though single readings can be large; an effect the other way counts as inactive or inconclusive.

SMILES	Pf growth 48h	AMA1 RON2 block	LmPK inhibitor	Shiga toxin inh	Pf growth 96h	Cycloheximide cs	Tb PYK inh
O=C(c1cccc(F)c1)N1CCC(O)(c2cccnc2)CC1	17%	-4%	-4%	-11	6%	0	5%
COc1ccnc(Oc2ccc(F)cc2)c1C#N	45%[activator]	4%	2%	18	47%[activator]	-3	-2%
CCCCn1c(SCC(=O)c2c(N)n(C3CC3)c(=O)[nH]c2=O)nc2cc(S(N)(=O)=O)ccc21	15%	19%	nt	nt	?	nt	-1%
COc1cc(NC(=O)C2CCCO2)c(OC)cc1NC(=O)c1ccccc1 (centres undefined)	0%	-6%	0%	21	?	2	2%
COC(=O)c1ccc(CSc2nnc(Nc3cccc(OC)c3)s2)o1	?	-9%	-1%	-28	?	1	-9%
N#CC1=C(N)OC2=C(CC/C2=C\c2ccc(F)cc2)C1c1ccc(F)cc1 (centres undefined)	-9%	nt	1%	-3	-12%	10	nt
CCOC(=O)c1cc2c(=O)n3cccc(C)c3nc2n(Cc2ccco2)c1=NC(=O)c1cccnc1	?	-24%	4%	33*	?	6	-8%
CC1CCN(C(=O)c2[nH]cnc2C(=O)NCC(=O)OCc2ccccc2)CC1	4%	11%	0%	-8	42%[activator]	2	0%
CNc1nc(NCc2ccccc2)nc(N)c1[N+](=O)[O-]	0%	-12%	-2%	24	-11%	1	2%
CCC(=O)c1ccc(OCC(=O)O)cc1	6%	30%[activator]	0%	35	?	-3	-4%
O=C(CSc1nnc(-c2ccccc2)c2ccccc12)NCC1CCCO1 (centres undefined)	-35%	nt	1%	3	?	-1	nt
O=C(O)COc1ccccc1/C=C1\SC(=S)N(NC(=O)c2ccccc2O)C1=O	34%[activator]	?	nt	nt	69%[activator]	nt	3%

One compound at a time (already shown):
`CCOC(=O)c1cc2c(=O)n3cccc(C)c3nc2n(Cc2ccco2)c1=NC(=O)c1cccnc1` across the screens: Pf growth 48h = ?; AMA1 RON2 block = -24%; LmPK inhibitor = 4%; Shiga toxin inh = 33*; Pf growth 96h = ?; Cycloheximide cs = 6; Tb PYK inh = -8%
`CC1CCN(C(=O)c2[nH]cnc2C(=O)NCC(=O)OCc2ccccc2)CC1` across the screens: Pf growth 48h = 4%; AMA1 RON2 block = 11%; LmPK inhibitor = 0%; Shiga toxin inh = -8; Pf growth 96h = 42%[activator]; Cycloheximide cs = 2; Tb PYK inh = 0%

Carrying on:
SMILES	Pf growth 48h	AMA1 RON2 block	LmPK inhibitor	Shiga toxin inh	Pf growth 96h	Cycloheximide cs	Tb PYK inh
CCc1cccc(NS(=O)(=O)c2ccc3c(c2)oc(=O)n3C)c1	2%	-5%	5%	-10	nt	-3	2%
CCOCCc1nnc(NC(=O)CN2C(=O)c3ccccc3C2=O)s1	0%	19%	-3%	9	170%[activator]	-1	-1%
COc1ccccc1NC(=O)CN(Cc1ccco1)C(=O)c1ccc(=O)[nH]c1	25%	3%	-2%	-7	30%	-3	1%
Cc1ccc(-n2cc[nH]c2=S)c(C)c1	-3%	-12%	?	-11	?	4	-17%
CCOc1ccc(C(=O)CN2CCN(S(=O)(=O)c3ccc(OC)cc3)CC2)cc1	?	1%	1%	-7	9%	-3	-3%
NC(=O)NCc1cccs1	8%	-17%	0%	-10	8%	-1	3%
Cc1cc(=O)oc2cc(NC(=O)c3ccnn3C)ccc12	88%[activator]	-9%	-8%	26	?	17*	-4%
O=S(=O)(NCC1CCCO1)c1ccc(Br)s1 (centres undefined)	9%	9%	-4%	-9	4%	-3	2%
O=S(=O)(N1CCCCC1)N1CCN(CC(O)COc2ccc3cc(Br)ccc3c2)CC1 (centres undefined)	nt	-1%	3%	17	-88%	-3	7%
Cc1ccc(C(=O)Oc2cc(N)n(S(=O)(=O)c3ccc(C)cc3)n2)cc1	-3%	4%	3%	1	41%[activator]	0	0%
CCc1nc2sc3ccccc3c(=O)c2c(=O)n1Cc1ccco1	-24%	-19%	2%	6	?	1	?
COc1ccc(-n2nc(C(=O)NCC(=O)NCc3ccco3)c3ccccc3c2=O)c(OC)c1	-6%	5%	0%	-12	nt	-2	-7%

Already shown: entries from further up.
SMILES	Pf growth 48h	AMA1 RON2 block	LmPK inhibitor	Shiga toxin inh	Pf growth 96h	Cycloheximide cs	Tb PYK inh
CCc1cccc(NS(=O)(=O)c2ccc3c(c2)oc(=O)n3C)c1	2%	-5%	5%	-10	nt	-3	2%
CCOCCc1nnc(NC(=O)CN2C(=O)c3ccccc3C2=O)s1	0%	19%	-3%	9	170%[activator]	-1	-1%
COc1ccccc1NC(=O)CN(Cc1ccco1)C(=O)c1ccc(=O)[nH]c1	25%	3%	-2%	-7	30%	-3	1%

(list continues)
SMILES	Pf growth 48h	AMA1 RON2 block	LmPK inhibitor	Shiga toxin inh	Pf growth 96h	Cycloheximide cs	Tb PYK inh
CCOc1ccc(NC(=O)/C=C/c2ccc(OC)cc2)c([N+](=O)[O-])c1	16%	11%	-3%	7	14%	-2	19%
O=S(=O)(NCCC1=CCCCC1)c1ccc(OC(F)(F)F)cc1	8%	20%	nt	nt	33%[activator]	nt	3%
C=CCOc1c(CNc2cccc(C(=O)O)c2)cccc1OCC	49%[activator]	1%	2%	13	2%	13	2%
Cn1c(=O)c(C(=O)N2CCc3ccccc32)cc2cccnc21	61%[activator]	36%[activator]	nt	nt	29%	nt	-7%
CSc1nc2ccccc2cc1/C=C(\C#N)c1ccccc1	-6%	12%	7%	-8	9%	-3	2%
COc1ccc(N2CCCn3c2nc2c3c(=O)n(CCN3CCOCC3)c(=O)n2C)cc1	2%	-3%	-3%	-25	-33%	-3	-7%
CCC(=O)c1ccc(OCC(O)CNCCc2ccc(Cl)cc2)cc1 (centres undefined)	12µM*	5%	4%	-8	?	1	0%
O=C1CC(N2CCC(Cc3ccccc3)CC2)C(=O)N1CCc1ccccc1 (centres undefined)	nt	-4%	-5%	-9	-30%	4	-1%
O=C(NCc1ccc(F)cc1)C1CCN(S(=O)(=O)c2cccc3nonc23)CC1	-15%	-11%	12%	-6	4%	-3	0%
COc1cccc(C(=O)Nc2ccc(C(F)(F)F)n(C)c2=O)c1	300%[activator]	-13%	?	50*	244%[activator]	35*	-11%
CCOc1ccccc1N1CC(C(=O)N2CCOCC2)CC1=O (centres undefined)	7%	15%	5%	-7	-14%	6	-3%
O=C(COC(=O)CNC(=O)c1ccccc1F)Nc1cccc(S(=O)(=O)N2CCCCCC2)c1	-11%	0%	5%	-11	11%	-3	-7%
CC1=CSC2=NC(=O)/C(=C/c3cccc(OC(=O)c4ccco4)c3)C(=N)N12	12%	25%	3%	34*	-15%	11	-10%
CC(C)(C)NC(=O)C(c1cccs1)N(Cc1cccs1)C(=O)c1ccc(CN2CCOCC2)o1 (centres undefined)	-19%	-20%	-1%	18	-16%	-2	1%
O=C(NCCN1CCOCC1)c1ccccc1Oc1ccccc1	-18%	9%	5%	-6	nt	3	-4%
CN(C)S(=O)(=O)N1CCN(c2ccc([N+](=O)[O-])c(N3CCOCC3)c2)CC1	4%	6%	0%	2	?	-2	3%
C/C(=N/NC(=O)C1CCN(S(=O)(=O)c2ccc(C)cc2)CC1)c1cccc([N+](=O)[O-])c1	2%	6%	-1%	-11	-6%	1	10%
Cc1ccc(C(=O)OCC(=O)NCc2ccco2)cc1C	34%	-8%	nt	nt	-14%	nt	5%
CCCCC(CC)CNC(=O)Cn1c(=O)[nH]c2ccsc2c1=O (centres undefined)	6%	-8%	-5%	-6	6%	-2	-3%
O=C(CNC(=O)c1cccc(Cl)c1)NCCCSc1ccccc1	2%	12%	nt	nt	1%	nt	-4%
CCn1c(CCCNC(=O)c2ccc(F)cc2)nc2ccccc21	2%	-5%	-1%	-2	7%	-2	2%
CCCc1cc(C(=O)Nc2cnn(Cc3ccc(F)cc3)c2)no1	-24%	-5%	0%	37	-14%	11	-3%
O=C(NN=C1C2CC3CC(C2)CC1C3)c1cc(Cl)ccc1O	-1%	57%[activator]	1%	48	42%[activator]	25	-3%
CC(C)(C)n1ncc2c(=O)n(CC(=O)NCc3ccco3)cnc21	291%[activator]	-4%	1%	67*	12%	46*	1%
Nc1ccnn1-c1ccccc1	6%	3%	-11%	29	63%[activator]	12	0%
Cc1nc2nc(COc3ccccc3)[nH]n2c(=O)c1Cl	-9%	3%	-3%	-10	nt	4	-3%
CC(=O)c1ccc(OCc2cc(C(=O)N3CC4C[C@@H]5CC3C[C@H](C4)C5)no2)cc1	8%	-4%	2%	84*	0%	47*	1%
CC(=O)c1ccc(OCC(=O)c2cc(C)n(-c3ccc4c(c3)OCO4)c2C)cc1	-14%	-16%	-1%	8	0%	-2	-8%
Cc1nc2ccccc2c2c(N)c3ccccc3n12	?	-8%	7%	7	8.3µM*	11	-3%
Cc1ccc(S(=O)(=O)N(CC(=O)NCC2CCCO2)Cc2cccc(C)c2)cc1 (centres undefined)	-12%	-13%	-6%	0	81%[activator]	-2	-6%
O=C(Cn1ccc2ccccc2c1=O)NCC(=O)N1CCN(c2ccc(F)cc2)CC1	29%	2%	-2%	-6	?	1	-7%
O=C(Oc1nsnc1N1CCOCC1)c1ccccc1	nt	-5%	-4%	-17	-32%	-5	-5%
COc1cc(/C=C2\SC(N)=NC2=O)ccc1OCC(=O)Nc1ccc(C)cc1	?	10%	-3%	-8	?	-3	-3%
CC1(C)Cc2cccc(OCC(=O)Nc3ccccc3C(F)(F)F)c2O1	12%	10%	-3%	3	51%[activator]	4	1%
CC(C)c1ccc(NC(=S)N(C)CCc2ccccn2)cc1	24%	-8%	5%	88*	56%[5.75 µM]	30*	6%
O=C(O)CCN1C(=O)C2C3CC(C2C1=O)C1C(c2ccccc2)c2sc(=O)n(-c4ccccc4)c2SC31 (centres undefined)	?	-7%	9%	17	5%	9	-13%
CCOC(=O)N1CCN(c2ccnc3cc(Cl)ccc23)CC1	2.6µM*	-3%	-5%	21	2.3µM*	-3	3%
CNC(=O)c1ccsc1NC(=O)C1CCN(S(=O)(=O)c2ccc(Cl)s2)CC1	?	0%	nt	nt	?	nt	3%
Cc1ccc(-c2ccccc2)n1-c1ccc(C(=O)O)cc1	21%	-7%	-1%	24	5%	15*	-5%
COc1ccc(OCC(=O)OC2CCCN(C)C2)cc1 (centres undefined)	34%[activator]	-5%	-4%	17	15%	1	3%
FC(F)(F)c1nnc(Nc2ccc(Cl)cc2)s1	-8%	20%	8%	26	14%	-3	-20%
CCc1nc2ccccc2n1Cc1cc(=O)n2cc(C)ccc2n1	-17%	10%	-2%	16	1.7µM*	-1	-5%
C[N+]1(CC2COC(c3ccccc3)(C3CCCCC3)O2)CCCCC1 (centres undefined)	1.1µM*	nt	nt	nt	5.9µM*	nt	3%
Cc1nnc(NC(=O)c2ccc(S(=O)(=O)N3CCCCC3C)cc2)o1 (centres undefined)	12µM*	22%	7%	-4	?	-2	-1%
O=C(Cc1coc2ccc3ccccc3c12)N1CCN(c2ncccn2)CC1	?	3%	8%	-8	8.3µM*	-1	-2%

Bioassay records as filed in PubChem BioAssay.

Not a hit list; any-hit rate near 21%.
